CHT block – inhibits the human high affinity choline transporter; Q9GZV3; CHT-expressing cells, membrane potential dye, choline response; hits give low values; B-score at 10 µM; 310,000 compounds, 0.86% hits;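 active = B-score over 3 SD under the library average, and starting fluorescence ratio not unusually high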;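 also: choline stimulus applied at its EC90 after an EC20 pre-addition; B-score computed on integrated fluorescence ratio after choline addition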
Target sequence (Q9GZV3 whole entry, looked up): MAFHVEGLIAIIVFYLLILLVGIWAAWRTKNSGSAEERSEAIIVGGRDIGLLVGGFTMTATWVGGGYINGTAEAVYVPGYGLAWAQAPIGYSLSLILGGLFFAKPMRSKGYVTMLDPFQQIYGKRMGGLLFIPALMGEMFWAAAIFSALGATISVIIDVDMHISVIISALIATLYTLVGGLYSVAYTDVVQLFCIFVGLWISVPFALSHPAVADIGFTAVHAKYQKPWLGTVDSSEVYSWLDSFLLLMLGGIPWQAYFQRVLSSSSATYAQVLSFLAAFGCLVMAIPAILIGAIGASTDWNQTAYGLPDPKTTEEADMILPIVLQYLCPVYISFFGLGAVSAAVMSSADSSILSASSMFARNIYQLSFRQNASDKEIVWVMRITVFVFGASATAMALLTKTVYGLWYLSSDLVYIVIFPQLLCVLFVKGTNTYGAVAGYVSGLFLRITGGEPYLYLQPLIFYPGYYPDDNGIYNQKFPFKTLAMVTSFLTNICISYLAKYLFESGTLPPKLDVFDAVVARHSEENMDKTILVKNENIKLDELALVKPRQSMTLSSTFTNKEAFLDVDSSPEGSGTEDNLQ
KCNQ2 block – KCNQ2 channel blockers in CHO-K1 cells – cell-based, FluxOR thallium flux, B-score, primary screen (AID 2156); O88943; 20 min; hits give low values; B-score at 10 µM; 310,000 compounds, 1.1% hits;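 active = fluorescence ratio B-score at most minus 3 library SDs, with starting brightness B-score within 2 library SDs, cut at about -5.5 in these data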
* = called active by the depositor; i = inactive; x = not tested or not shown.

Every second line gives: CHT block | KCNQ2 block
> Cn1c(SCC(=O)N=Nc2c(O)[nH]c3ccccc23)nc2ccccc21
 : i | i
> COCC1CCCCN1C(=O)c1cc(COc2ccc3ncccc3c2)on1 (stereo not given)
 : i | i
> Cc1ccc(-c2ccc(/C=N\NC(=O)C3C(=O)NCC3c3ccccc3)o2)cc1Cl (stereo not given)
 : i | i
> O=C(C1CCCN(S(=O)(=O)c2cnc[nH]2)C1)N(CCc1ccccc1)Cc1ccccc1 (stereo not given)
 : i | i
> Cc1cccc2nc(CSCc3ccco3)cn12
 : i | i
> CCOc1ccccc1/C=N/Nc1ccnc(=O)[nH]1
 : i | i
> CCc1c(C)nn(C(=O)/C(C#N)=C\N(C)C)c1C
 : i | i
> Cn1c(=O)c2c(SCC(=O)NCC3CCCO3)nc(CC(C)(C)C)nc2n(C)c1=O (stereo not given)
 : i | i
> CC(C)(C)c1ccc(NC(=O)COC(=O)CCN2C(=O)c3cccc([N+](=O)[O-])c3C2=O)cc1
 : i | i
> CCN(CC)S(=O)(=O)c1ccc(N2CCCC2)c(C(=O)Nc2ccc(OC)c(Cl)c2)c1
 : i | i
> O=C(NCc1ccco1)C(c1ccco1)N(Cc1cccs1)C(=O)Cn1nnc2ccccc21 (stereo not given)
 : i | i
> COc1cc(/C=N/n2nnnc2N)ccc1OCc1c(C)no[n+]1[O-]
 : i | i
> O=S(=O)(NCc1ccncc1)c1ccccc1
 : i | i
> CCCC(C(=O)NC1CCCC1)N(Cc1ccc(F)cc1)C(=O)c1snc(C(N)=O)c1N (stereo not given)
 : i | i
> O=S(=O)(c1ccccc1F)N1CCC(c2nc3ccccc3[nH]2)CC1
 : i | i

The list goes on:
Every second line gives: CHT block | KCNQ2 block
> C/C(N)=C(/C#N)C(=O)COC(=O)c1ccc(NC(N)=O)cc1
 : i | i
> CC1(C)C2CC=C(/C=N/NC(=O)c3ccccc3Br)C1C2 (stereo not given)
 : i | i
> CCC(C)COC(=O)c1ccc(C(=O)O)cc1 (stereo not given)
 : i | i
> O=C(Nc1ccc(S(=O)(=O)N2CCCC2)cc1)c1c(F)cccc1F
 : i | i
> NC(=O)C1CCCN(C(=O)c2ccc(Cl)cc2)C1 (stereo not given)
 : i | i
> CCOC(=O)c1ncn2c1C(=O)OC2(C)C
 : i | i
> C1CN(CC2CCN(c3nc4nonc4nc3N3CCSCC3)CC2)CCO1
 : i | i
> CC(C)Nc1nc(NC(C)C)nc(OCCOC(=O)Nc2ccccc2)n1
 : i | i
> O=C(NC(=S)NC1CCSC1=O)c1cccs1 (stereo not given)
 : i | i
> COCCn1c(-c2ccccc2)nc2oc3cc(OC)ccc3c(=O)c2c1=O
 : i | i
> O=C1Cc2ccccc2Sc2ccc(O)cc21
 : i | i
> CCCN(C(=O)CCNC(=O)Cn1cnc2ccccc2c1=O)c1cccc(C)c1
 : i | i
> CCc1n[nH]c(=S)n1/N=C/c1cc(Br)c(O)c(OC)c1
 : i | i
> O=C(O)COc1ccc(/C=N/NC(=O)COc2nsnc2N2CCOCC2)cc1
 : i | i
> O=C(O)CC(CP(=O)(c1ccccc1)c1ccccc1)C(=O)O (stereo not given)
 : i | i

Following part.
Every second line gives: CHT block | KCNQ2 block
> COc1ccccc1-c1nnc(NC(C)=O)s1
 : i | i
> Cc1c(C(=S)Nc2ccccc2)cnn1-c1ccccc1
 : i | i
> CCOc1ccccc1N1C(=O)CC(Sc2nccc(C)n2)C1=O (stereo not given)
 : i | i
> CCOC(=O)C1=C(CN2CCN(C(=O)c3ccco3)CC2)NC(=O)NC1c1ccc(F)cc1 (stereo not given)
 : i | i
> c1ccc(CCCc2nc(-c3ccccn3)no2)cc1
 : i | i
> CCn1cc(/C=C/C(=O)Nc2ccn(Cc3c(F)c(F)cc(F)c3F)n2)cn1
 : i | i
> CCOc1ccc(NC(=O)CN(C)C(=O)CCCOc2ccc(Cl)c(C)c2)cc1OCC
 : i | i
> Cc1cc(C)nc(/N=C2\NC(=O)CC(C(=O)O)N2c2ccc(C)c(C)c2)n1 (stereo not given)
 : i | i
> CC(CN1CCCCC1)OC(=O)COc1ccc(Cl)cc1 (stereo not given)
 : i | i
> COCCN1C(=O)c2cc(C(=O)Nc3ccc(C)c(F)c3)ccc2C1Nc1ccc(C)c(F)c1 (stereo not given)
 : i | i
> CCN(C(=O)COC(=O)CNC(=O)c1ccc(F)cc1)C1CCS(=O)(=O)C1 (stereo not given)
 : i | i
> Fc1ccccc1Cc1noc(CN(Cc2ccccn2)CC2CCCO2)n1 (stereo not given)
 : i | i
> COc1ccc(S(=O)(=O)N(CCC(N)=O)Cc2ccco2)cc1OC
 : i | i
> CCC(C#CCN1CCOCC1)(CC)OCCC#N
 : i | i
> O=C1CC(C(=O)O)(c2ccccc2)c2cccc(F)c21 (stereo not given)
 : i | i

New compounds follow
Every second line gives: CHT block | KCNQ2 block
> CCn1ccnc1CNCc1ccc(OCC(O)CN(C)Cc2ccccc2)cc1 (stereo not given)
 : i | i
> COCCN1C(=O)N(c2cccc(C)c2)C(=O)C1CC(=O)Nc1ccc(F)cc1 (stereo not given)
 : i | x
> CC(Oc1ccc(Cl)cc1Cl)C(=O)Nc1ccc(O)cc1 (stereo not given)
 : i | i
> O=C(CS(=O)(=O)c1cn(Cc2ccccc2Cl)c2ccccc12)N1CCOCC1
 : i | i
> CCOc1ccccc1NC(=O)NCc1ccccc1F
 : i | i
> NC(=O)c1ccc(NC(=O)COC(=O)c2c3c(nc4ccccc24)/C(=C\c2ccc4c(c2)OCO4)CCC3)cc1
 : x | i
> COc1cccc(-n2c(N)cc(=O)nc2SCC(=O)N2CCN(c3ccccc3)CC2)c1
 : i | i
> C=Cn1c(C(=O)O)ccc1-c1ccc(CC)cc1
 : i | i
> C#CCOCCOCCOCCNc1nc(N2CCN(C(=O)C(Cc3ccc(O)cc3)n3cc(C(N)CC(C)C)nn3)CC2)nc(N2CCN(C(=O)C(Cc3cc4ccccc4[nH]3)n3cc(C(N)Cc4ccc(O)cc4)nn3)CC2)n1 (stereo not given)
 : i | i
> CCC1=C(OC(=O)N(CC)CC)N2C(=O)OC(=NCCc3c[nH]c4ccccc34)[C@]2(C)[C@H]2C1=CC[C@H]1C(=O)N(CC)C(=O)[C@H]12
 : i | i
> CCOCCCNC(=O)Cn1nc(-c2ccccc2)ccc1=O
 : i | i
> NC1=NC(=O)C(CC(=O)Nc2ccc3c(c2)OCO3)S1 (stereo not given)
 : i | i
> C[C@H]1CC[C@]2(O[C@H](CCO)C[C@@H](O)[C@@H]2O)O1
 : i | i
> COc1cc(OC)nc(Oc2ccc(NC(C)=O)cc2)n1
 : i | i
> COc1ccc(C2=CC(=O)CC(c3ccc(OC)cc3)C2)cc1 (stereo not given)
 : i | i

(cont.)
Every second line gives: CHT block | KCNQ2 block
> Cn1c(SCC(=O)Nc2sccc2C#N)nnc1-c1ccccc1
 : i | x
> CN=C(Nc1cc(C)nn1CCC#N)c1ccccc1F
 : i | i
> COc1ccc2oc(C(=O)NCc3ccco3)c(C)c2c1
 : i | i
> Cc1cc(C)cc(NC(=O)N2CCC(C(=O)c3ccc(F)cc3)CC2)c1
 : i | i
> Cc1cc(-c2nnc(SCC(=O)Nc3c(C)cccc3C)n2N)n[nH]1
 : i | i
> NC(=O)Cn1c(S(=O)(=O)Cc2ccccc2)nc2ccccc21
 : i | i
> O=C1C2C3C=CC(C3)C2C(=O)N1CNc1ccccn1 (stereo not given)
 : i | i
> COc1cc(CNc2ccc3[nH]c(=O)[nH]c3c2)ccc1OCc1ccccc1F
 : i | i
> COc1ccc(OC)c(NC(=O)N2CCCC(C(=O)c3ccccc3OC)C2)c1 (stereo not given)
 : i | i
> Cc1cc(C)cc(CC(CC(=O)Nc2ccc(Cl)cc2)C(=O)O)c1 (stereo not given)
 : i | i
> CC(C)OC(=O)c1c(NC(=O)CCn2nnc3ccccc32)sc2c1CCCC2
 : i | i
> COc1ccc(OC)c(N/C=C2/CCCCC2=O)c1
 : i | i
> COc1cccc(NC(=O)NCc2cccn2C)c1
 : i | i
> COc1cccc(OCc2cc(C(=O)NCCN3CCCCC3CO)no2)c1 (stereo not given)
 : i | i
> CCC(O)(CC)C(=O)N=Nc1c(O)[nH]c2ccccc12
 : i | i

Sorted by SMILES length (high to low): part of the list above.
Every second line gives: CHT block | KCNQ2 block
> COc1cc(CNc2ccc3[nH]c(=O)[nH]c3c2)ccc1OCc1ccccc1F
 : i | i
> COc1ccc(OC)c(NC(=O)N2CCCC(C(=O)c3ccccc3OC)C2)c1 (stereo not given)
 : i | i
> COc1cccc(NC(=O)NCc2cccn2C)c1
 : i | i

Compounds listed so far containing bromine:
Every second line gives: CHT block | KCNQ2 block
> CC1(C)C2CC=C(/C=N/NC(=O)c3ccccc3Br)C1C2 (stereo not given)
 : i | i
> CCc1n[nH]c(=S)n1/N=C/c1cc(Br)c(O)c(OC)c1
 : i | i

Additional records
Every second line gives: CHT block | KCNQ2 block
> O=C1/C(=C/c2ccc(N3CCOCC3)o2)SC(=Nc2ccccc2)N1CCc1c[nH]c2ccccc12
 : i | i
> Cc1cc(C)cc(NCC(=O)Nc2c(C)cccc2C)c1
 : i | i
> COc1cccc(C(=O)NN2CC(O)=C(c3nc4ccccc4s3)C2=N)c1
 : i | i
> C[n+]1cn(Cc2cc(Cl)ccc2OC(F)F)c2ccccc21
 : i | i
> CC(C)(C)c1csc(Sc2ncccc2[N+](=O)[O-])n1
 : i | i
> O=C(c1cccs1)N1CCN(C2CCN(Cc3ccccc3)CC2)CC1
 : i | i
> CCOC(=O)Cc1c(Cl)c2ccccc2[nH]c1=O
 : i | i
> N#CC1=C(N)Oc2cc(O)ccc2C1c1ccncc1 (stereo not given)
 : i | i
> Cc1cccc[n+]1CC(=O)c1ccc2c(c1)OCCO2
 : i | i
> CC(C)(C)C(=O)NC(c1ccccc1)c1c(O)ccc2ccccc12 (stereo not given)
 : i | i
> COc1ccc(C2/C=C\CN(C(=O)c3ccc(C)cc3)[C@H](Cc3ccccc3)C(=O)N2Cc2ccc(F)cc2)cc1 (stereo not given in full)
 : i | i
> CCC(C(=O)Nc1cccc(OC)c1)n1nc(C)c2c(C)n(-c3ccccc3)nc2c1=O (stereo not given)
 : i | i
> CCC(=O)Nc1ccc2c(c1)nc(CN1CCCCC1)n2C
 : i | i
> CCOC(=O)c1oc2ccccc2c1COC(=O)CNC(=O)c1cc(OC)c(OC)c(OC)c1
 : i | i
> COCCn1c(SCC(=O)Nc2nc(C)cs2)nnc1C(C)C
 : i | i

Following part
Every second line gives: CHT block | KCNQ2 block
> COc1c(Cl)cc(Cl)cc1/C=C/C(=O)c1ccc(NC(=O)c2cccs2)cc1
 : i | i
> O=C(COC(=O)c1cc(=O)[nH]c2ccccc12)Nc1nc(-c2ccccc2)cs1
 : i | i
> CCOP(=O)(c1ccccc1)C1(C#N)CC1 (stereo not given)
 : i | i
> C/C(=N\NC(=O)CNc1cccc2ccccc12)c1ccccc1
 : i | i
> CS(=O)(=O)c1ccccc1-c1nnc(NC(=O)COc2ccc(Cl)cc2)o1
 : i | i
> CCCn1c(SCC(=O)N2CCOCC2)nnc1-c1ccncc1
 : i | i
> CC(C)c1ccc(C(=O)NCCCN(C)C)cc1
 : i | i
> [N-]=[N+]=NC[C@H](Cc1ccccc1)N1CC[C@@H](NC(=O)OCc2ccccc2)CCC1=O
 : i | i
> COc1ccccc1N1CCN(C(=O)c2cccc(Oc3ccccc3)c2)CC1
 : i | i
> CC(=O)Nc1ccc(NC(=O)C(C)Sc2nnc(-c3cccs3)o2)cc1 (stereo not given)
 : i | i
> Cc1ccc(NC(=S)NCCc2c[nH]c3ccccc23)cc1
 : i | i
> CS(=O)(=O)Nc1ccc(-c2ccc(/C=C3\SC(N)=NC3=O)o2)cc1
 : i | i
> CC(C)C(NC(=O)c1ccccc1Cl)C(=O)OCc1nc2scc(-c3ccccc3Cl)c2c(=O)[nH]1 (stereo not given)
 : -5.08* | i
> Cc1nnc(SCC(=O)NCc2ccco2)[nH]c1=O
 : i | i
> CC(C)c1nc2sc3c(c2c(=O)[nH]1)CC(C)(C)OC3
 : i | i

The results go on:
Every second line gives: CHT block | KCNQ2 block
> O=C(CO/N=C/c1cccc([N+](=O)[O-])c1)NC1CCCCC1
 : i | i
> COc1ccc(C)cc1NC(=O)CSc1nc(=O)n(CCCN2CCOCC2)c2c1CCCC2
 : i | i
> CC(C)(C)C(=O)N1CCC(O)(CS(=O)(=O)Cc2ccccc2Cl)CC1
 : i | i
> COc1ccc(CCC(=O)Nc2nc3ccccc3[nH]2)cc1
 : i | i
> O=C(OCc1cc(=O)n2c(n1)sc1ccccc12)c1ccc(O)cc1
 : i | i
> CC1CCN(C(=O)Cn2nnnc2CN2CCOCC2)CC1
 : i | i
> Cc1cc(NS(=O)(=O)c2ccc(NS(=O)(=O)c3ccc(Br)cc3)cc2)no1
 : i | i
> O=C(O)c1cccc(Nc2ncnc3sccc23)c1
 : i | i
> CCCCc1ccc(NC(=O)CC(C)(C)C)cc1
 : i | i
> COc1ccc(/C=C2\SC(=S)N(CCC(=O)N(CCO)c3ccccc3)C2=O)cc1OC
 : i | i
> CC1=C(C)/C(=N\OS(=O)(=O)c2ccc(C)cc2)C=CC1=O
 : i | x
> C=C(C)COc1ccc(-c2nc(N)ncc2-c2ccc(OC)c(OC)c2)c(O)c1
 : i | i
> COc1ccc(NCc2nnc(SCC(=O)Nc3ccc(OC)cc3)n2C)cc1
 : i | i
> CCOc1ccc2[nH]c(C)c(CN(C)C)c(=O)c2c1
 : i | i
> O=C(O)c1cc(S(=O)(=O)N2CCN(C(c3ccccc3)c3ccccc3)CC2)ccc1Cl
 : i | i
> Cc1cc(C)c(S(=O)(=O)N(C)CC(=O)NCc2cccnc2)c(C)c1
 : i | i
> O=C1CCCc2ccccc2N1Cc1cccc(Cl)c1
 : i | x
> COC(=O)Cc1c(O)ccn(C2CC2)c1=O
 : i | i

Entries of single compounds, quoted from the list.
C=C(C)COc1ccc(-c2nc(N)ncc2-c2ccc(OC)c(OC)c2)c(O)c1 is listed as CHT block: i; KCNQ2 block: i
O=C(CO/N=C/c1cccc([N+](=O)[O-])c1)NC1CCCCC1 is listed as CHT block: i; KCNQ2 block: i

Compound activity deposited in PubChem BioAssay by Johns Hopkins Ion Channel Center.
